AmpC no deterg – AmpC beta-lactamase inhibition without detergent. AmpC nitrocefin hydrolysis, absorbance 480 nm, 0.0001% Triton. P00811. hit rate 0.52% among 330,000. Potency, µM (top dose mostly 57.1 µM), inactives show at the highest dose activity change, negative = inhibition, most hits filed as inhibitors;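 also: potency is read from the fitted curve at half-maximal effect; plate controls were no compound for no effect and no enzyme for full effect; nearly all actives have a fitted effect of over 20% in size; some results filed as inactive show a strong effect at the top dose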
Target sequence (P00811 whole entry, looked up): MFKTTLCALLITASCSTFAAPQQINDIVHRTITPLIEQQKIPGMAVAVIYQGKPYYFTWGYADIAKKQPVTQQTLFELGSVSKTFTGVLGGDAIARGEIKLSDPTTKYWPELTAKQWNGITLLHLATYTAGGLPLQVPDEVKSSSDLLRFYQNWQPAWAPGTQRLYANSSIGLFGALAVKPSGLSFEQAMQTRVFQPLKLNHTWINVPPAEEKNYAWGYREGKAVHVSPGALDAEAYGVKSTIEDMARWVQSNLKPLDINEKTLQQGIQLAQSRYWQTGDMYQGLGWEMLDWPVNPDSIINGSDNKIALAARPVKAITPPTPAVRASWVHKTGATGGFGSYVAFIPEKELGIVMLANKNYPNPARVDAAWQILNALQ
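20 mM phosphate pH 7.0 + 0.01% (detergent screen) or 0.0001% Triton X-100; 5.3 nM AmpC reagent; cpd preinc 15 min RT; nitrocefin (800 uM stock) to start; A480 q20 s × 4 min; Activity was normalised to no-enzyme and no-compound control wells.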
Sm TGR inh – inhibitors of Schistosoma mansoni thioredoxin glutathione reductase | Q962Y6 | AID 485364 | hit rate 3% among 360,000 | purified TGR, DTNB reduction, TNB absorbance 405 nm | Potency, µM (highest dose often 114 µM), for the others: top-dose activity change, negative = inhibition, usual class: inhibitors; also: potency is read from the fitted curve at half-maximal effect; nearly all actives have a fitted effect of over 60% in size
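TGR 20 nM + NADPH 100 uM (dispensed conc.), cpd preinc 15 min RT; start with NADPH (500 uM addition) then DTNB (15 mM addition). Kinetic TNB absorbance, 405 nm filter. Four-parameter Hill fit across titration.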
TbPYK inhibitor – inhibitors of Trypanosoma brucei pyruvate kinase; Potency, µM (series often up to 76.8 µM), without a hit: top-dose activity, negative = inhibition, actives largely listed as inhibitors; hit rate 0.12% among 410,000; TbPYK enzyme, Kinase-Glo Plus ATP luminescence, 45 min; also: potency is read from the fitted curve at half-maximal effect; nearly all actives have a fitted effect of over 50% in size
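Assay buffer: 50 mM TEA pH 7.2, 100 mM KCl, 10 mM MgCl2, 0.05% BSA, 0.01% Tween-20. Pyruvate kinase from T. brucei plus substrate met compound, then ADP (130 uM final). Luminescence was read post 45 min RT.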
AmpC inh detg – blocks E. coli AmpC beta-lactamase in detergent assay; Potency, µM (top dose mostly 114 µM), without a hit: at the highest dose activity change, negative = inhibition, most hits filed as inhibitors; hit rate 0.041% among 370,000; AmpC hydrolysis of nitrocefin, absorbance 480 nm, 0.01% Triton; AID 485294; P00811;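 also: potency is read from the fitted curve at half-maximal effect; 0% = no-compound wells and -100% = no-enzyme wells; nearly all actives have a fitted effect of over 25% in size; some results filed as inactive show a strong effect at the top dose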
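AmpC (5.3 nM in the dispensed reagent) in 20 mM phosphate pH 7.0 with 0.01% (detergent screen) or 0.0001% Triton X-100 was preincubated with compounds for 15 min at room temperature. Nitrocefin was then added from an 800 uM solution, and hydrolysis was followed at 480 nm.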
HCMV antiviral – human cytomegalovirus inhibition; hit rate 4.5% among 410,000; HFF cells, HCMV-luciferase reporter, 72 h; stronger effect = lower value; AID 1259415; activity change, negative = inhibition, % at 57.5 µM; in the data active = activity change below about -60%; inconclusive = no clear call, values can overlap the other calls; inactive = above about -39%
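HFF cells seeded 16 h at 37C, treated with compounds, infected with luciferase-reporter HCMV at MOI 1 PFU/cell; luciferase read at 72 h post infection, normalized to buffer-only and Salinomycin controls.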
LmPK inh – inhibitors of Leishmania mexicana pyruvate kinase; purified LmPK, Kinase-Glo ATP luminescence, 1 h; Potency, µM (series often up to 57.5 µM), for inactives: top-dose activity change, negative = inhibition, actives largely listed as inhibitors; hit rate 0.37% among 290,000; also: potency is read from the fitted curve at half-maximal effect
Target sequence (Q27686 whole entry, looked up): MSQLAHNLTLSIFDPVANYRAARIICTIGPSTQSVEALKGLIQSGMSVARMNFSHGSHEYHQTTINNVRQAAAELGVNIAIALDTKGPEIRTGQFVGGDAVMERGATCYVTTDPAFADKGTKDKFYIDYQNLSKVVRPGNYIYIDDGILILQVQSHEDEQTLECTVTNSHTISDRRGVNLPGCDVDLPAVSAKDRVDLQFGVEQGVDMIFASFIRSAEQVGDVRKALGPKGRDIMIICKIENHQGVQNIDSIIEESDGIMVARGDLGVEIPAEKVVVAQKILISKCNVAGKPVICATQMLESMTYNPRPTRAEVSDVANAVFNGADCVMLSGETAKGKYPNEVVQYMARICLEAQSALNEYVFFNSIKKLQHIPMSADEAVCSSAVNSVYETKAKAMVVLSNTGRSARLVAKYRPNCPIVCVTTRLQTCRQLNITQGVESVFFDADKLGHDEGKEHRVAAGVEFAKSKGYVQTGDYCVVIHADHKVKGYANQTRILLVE
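Kinase-Glo luminescence read after 1 h RT reaction of 0.1 nM LmPK with 0.5 mM PEP and 0.1 mM ADP. Activity scaled between uninhibited and enzyme-free controls.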
AMA1-RON2 inh – inhibitors of Plasmodium falciparum AMA1-RON2 interaction | AlphaScreen AMA1-biotinylated RON2 peptide binding | Potency, µM (doses to about 58.2 µM), for inactives: top-dose activity change, negative = inhibition, most hits filed as inhibitors | hit rate 0.2% among 360,000 | AID 720542;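 also: potency is read from the fitted curve at half-maximal effect; 0% = vehicle wells and -100% = peptide control; nearly all actives have a fitted effect of over 45% in size; some results filed as inactive show a strong effect at the top dose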
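AMA1 (3D7) with his tag at 25 nM final met compounds first, then biotinylated RON2 peptide at 25 nM; detection used donor plus acceptor beads, 10 µg/mL apiece, read by AlphaScreen after 30 min at room temperature.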
* marks the source's active call; other numbers are inactive results; ? = inconclusive; · = not tested or not shown; [ ] = another dose, or the depositor's remark. Unless noted, calls follow the shape of the dose curve; as a rule, active = well fitted curve in the direction sought with a large enough effect; inconclusive = small, poorly fitted or top-dose-only effect, or another doubt; inactive = no such curve, though single readings can be large; an effect the other way counts as inactive or inconclusive. Unless noted, % is scaled to controls: 0 for no effect and ±100 for the full control effect.

SMILES | AmpC no deterg | Sm TGR inh | TbPYK inhibitor | AmpC inh detg | HCMV antiviral | LmPK inh | AMA1-RON2 inh
CC(C(=O)NCC1CCCCC1)N(C)CC(=O)Nc1ccc(N2CCOCC2)cc1 (stereo not drawn) | 19% | -18% | 2% | -7% | -24 | -1% | 3%
C[C@H](CO)N1C[C@H](C)[C@@H](CN(C)C(=O)Nc2ccc3c(c2)OCO3)Oc2c(cccc2N(C)C)C1=O | 44% | · | 0% | · | -4 | · | 8%
COc1ccc(C(=O)OCC(=O)c2ccc(C)c(S(=O)(=O)N3CCOCC3)c2)cc1OC | 102%[activator] | -6% | 7% | 3% | -17 | 4% | 0%
CC1=C(C(=O)Nc2ccccc2C)C(c2ccc(C)o2)C2=C(CCCC2=O)N1 (stereo not drawn) | -12% | ? | -13% | -4% | -1 | 0% | -23%
Cc1cccc(N2CCN(C(=O)c3ccc(CS(=O)Cc4ccc(Cl)cc4)o3)CC2)c1C (stereo not drawn) | 182%[activator] | -4% | -3% | ? | ? | -1% | -12%
CC(=O)C12CC(C)=C(C)CC1CC1C3CCC4=CC(=O)CCC4(C)C3CCC12C (stereo not drawn) | · | · | -1% | · | -1 | · | 0%
CCCNC(=O)C1(CC2CC(c3ccccc3)=NO2)CCN(C(=O)C2(C)CC2)CC1 (stereo not drawn) | · | · | -1% | · | 0 | · | -5%
S=C(Cc1ccccc1)NCCc1ccccc1 | -18% | 0% | -2% | -10% | -9 | · | 11%
Cc1noc(C)c1C(=O)Nc1cc(Cl)ccc1N1CCOCC1 | 21% | 5% | 3% | 2% | -9 | · | 7%
CCOC(=O)CCC(NC(=O)c1cncc(O)c1)C(=O)OCC (stereo not drawn) | -13% | 0% | 0% | ? | 10 | -1% | -22%
COc1cc2[nH]c(=O)n(CCC(=O)N3CCC(N4CCCCC4)CC3)c(=O)c2cc1OC | -16% | -30% | 1% | -8% | 12 | -1% | -5%
CCN(CC)C(=O)c1[nH]cnc1C(=O)N[C@H](C)c1ccccc1 | 0% | 4% | -3% | 5% | -22 | · | -4%
NC(=O)C1(N2CCCCC2)CCN(C2CC(=O)N(CCc3ccccc3)C2=O)CC1 (stereo not drawn) | · | ? | -5% | 1% | 10 | 0% | 3%
CN1CCN(c2oc(-c3ccc([N+](=O)[O-])cc3)nc2C#N)CC1 | 4% | 6% | -4% | 2% | -16 | 1% | 5%
O=C1NC2(O)C(=O)c3ccccc3C2(O)N1 (stereo not drawn) | 10% | 8% | -5% | -3% | -30 | 0% | -3%
CC(C)NS(=O)(=O)c1ccc(NC(=O)c2cccnc2)cc1 | 0% | 0% | 0% | ? | -5 | -1% | 3%
CC(C)C(=O)Nc1ccc2c(c1)nc(CCN1CCN(C)CC1)n2C | -12% | ? | -8% | ? | 20 | 6% | 27%
CC1(C)OC(=O)C2=C(C[C@@H](C3CCCCC3)O[C@H]2c2ccc(F)cc2)O1 | · | · | 4% | · | -9 | · | 0%
COc1ccc(-c2nnc3n2N=C(C)CS3)cc1OC | -8% | -1% | 0% | ? | 12 | 7% | -6%
Cc1sc2ncnc(N(C)CCc3ccccn3)c2c1C | -9% | 3% | 7% | -2% | ? | -8% | -12%
Cc1ccc(C(=O)CCC(=O)N2CCN(C(=O)c3ccco3)CC2)cc1 | 8% | -27% | 1% | -2% | -20 | 3% | -1%
CCOc1ccc(NC(=O)Cn2nnc(C(=O)NCc3ccc(OC)cc3)c2N)cc1 | -14% | -3% | 4% | ? | 7 | 4% | -11%
CCCCNc1c(-c2ccc(Sc3ccc(OC)cc3)cc2)nc2cc(C)ccn12 | -18% | · | 0% | · | 29 | · | 18%
Cn1ncc(C(=O)N2CCN(c3ccccc3)CC2)c1C1CCN(C(=O)OC(C)(C)C)CC1 | · | -3% | 2%[15.4 µM] | -4% | 0 | · | ·
O=c1c2ccccc2sn1-c1ccc(S(=O)(=O)N2CCCC2)cc1 | -29% | ? | 6.3µM* | ? | 0 | 9% | 9%
Cc1ccc2cc3cc(C(=O)Nc4ccc(F)cc4Cl)oc3nc2c1 | · | 0% | 1% | 1% | -22 | · | ·
CCc1nnc(NC(=O)NC(C)(C)C)s1 | -1% | -4% | 5% | -7% | -29 | 8% | -1%
CCOC(=O)N1CCN(S(=O)(=O)c2ccc(C(=O)N(CCN(CC)CC)c3nc4c(C)cccc4s3)cc2)CC1 | 1% | -5% | 1% | 5% | 20 | -3% | -1%
CCCc1nnc(SCc2ccc(C(=O)OC)o2)n1N | -1% | -11% | 1% | -8% | 14 | 0% | -4%
CC(OC(=O)CC1CCCC1)C(=O)Nc1ccc(S(N)(=O)=O)cc1 (stereo not drawn) | -15% | -17% | -2% | 0% | 5 | · | 1%

Overlap with the part before: 4 compounds, followed by the next part.
SMILES | AmpC no deterg | Sm TGR inh | TbPYK inhibitor | AmpC inh detg | HCMV antiviral | LmPK inh | AMA1-RON2 inh
CCc1nnc(NC(=O)NC(C)(C)C)s1 | -1% | -4% | 5% | -7% | -29 | 8% | -1%
CCOC(=O)N1CCN(S(=O)(=O)c2ccc(C(=O)N(CCN(CC)CC)c3nc4c(C)cccc4s3)cc2)CC1 | 1% | -5% | 1% | 5% | 20 | -3% | -1%
CCCc1nnc(SCc2ccc(C(=O)OC)o2)n1N | -1% | -11% | 1% | -8% | 14 | 0% | -4%
CC(OC(=O)CC1CCCC1)C(=O)Nc1ccc(S(N)(=O)=O)cc1 (stereo not drawn) | -15% | -17% | -2% | 0% | 5 | · | 1%
Cc1onc(-c2ccccc2)c1C(=O)NN1CCOCC1 | -2% | · | 1% | · | 53 | · | 1%
O=C(NCCc1ccccn1)c1c(-c2ccsc2)sc2ccccc12 | -28% | · | 4% | · | -11 | · | 15%
CCn1cc(S(=O)(=O)NCc2ccc(OC)cc2)cn1 | -8% | -12% | 5% | -9% | -2 | 0% | 18%
Cc1ccc(OCCCN2CCC(C(O)(c3ccccc3)c3ccccc3)CC2)cc1 | · | · | -8% | · | -18 | · | 5%
COc1ccc(CCNC(=O)CN2CCC(n3nnc4cc(F)ccc43)CC2)cc1OC | 52% | 7% | 0% | ? | -11 | -3% | 5%
CN(C)C(=O)COC(=O)c1cccc(S(=O)(=O)N2CC3(C)CC2CC(C)(C)C3)c1 (stereo not drawn) | 179%[activator] | -9% | 0% | -5% | 20 | · | 2%
COc1ccc(/C=N/NC(=O)c2cccc(NC(=O)c3ccccc3Cl)c2)cc1 | -15% | 5% | 6% | 10% | ? | -3% | 11%
O=C(CN1C(=O)CCSc2ccccc21)Nc1cccc(F)c1 | -19% | 2% | -15% | -8% | -18 | 2% | -2%
Cc1c(C(=O)Nc2cccc(S(=O)(=O)N3CCCC3)c2)oc2ccccc12 | -34% | 7% | -7% | 1% | ? | 8% | 3%
COc1ccc(/C=C2/C(=O)N(c3ccccc3)N=C2C)c(OC)c1 | 137% | 6% | -9% | ? | 68 | -4% | -1%
COc1ccc2[nH]c(CN3CCC(n4nccc4NC(=O)C4CC4)CC3)c(C)c2c1 | -10% | -29% | 1% | ? | -1 | -3% | -4%
N#Cc1ccc(NC(=O)c2nc(-c3ccccc3)n(-c3ccccc3)n2)cc1 | -46% | 24% | 1% | 8% | -16 | 5% | -16%
Cc1ccc(C(=O)NCC(=O)OCC(=O)N2CC(C)OC(C)C2)cc1 (stereo not drawn) | -13% | 1% | 0% | -19% | 14 | · | -2%
CN(Cc1ccccc1)C(=O)COC(=O)c1cc(S(=O)(=O)N(C)C)ccc1N1CCCC1 | 75%[activator] | 16% | 4% | 1% | -17 | · | -13%
O=C1CCC[C@@H]2CC(Nc3ccc(F)cc3F)C[C@@H]3CCN1[C@H]23 (stereo partly drawn) | 12% | · | -3% | · | -12 | · | 0%
O=c1cc(-c2ccccc2)[nH]c2nc3ccccc3n12 | -20% | 5% | -9% | -2% | 220 | ? | -12%
NC(=O)CCCc1nc(-c2ccccc2Cl)no1 | 13% | 21% | 0% | 3% | 51 | -1% | -8%
Cc1ccc(NC(=O)c2cc(-n3cnnc3)ccc2Cl)c(C)c1 | 6% | -1% | -1% | -3% | -8 | 4% | -18%
CCOC(=O)N1CCN(S(=O)(=O)c2ccc(F)c(C(=O)Nc3ccc(C(C)C)cc3)c2)CC1 | 143%[activator] | -10% | 4% | -5% | -4 | 6% | 34%[activator]
COc1ccc(NC(=O)CCC(=O)NCc2ccco2)c([N+](=O)[O-])c1 | -12% | 86%[activator] | 4% | 0% | 2 | 6% | -4%
CCn1c(=O)cc(O)c2c(=O)n(C)c(=O)n(C)c21 | 6% | 3% | -5% | -21% | 27 | -2% | -6%
CN(C)S(=O)(=O)c1cccc(C(=O)Nc2cc(Cl)ccc2O)c1 | -37% | 0% | -7% | -3% | 35 | -1% | 6%
COc1ccc(CCNC(=O)c2ccc3nc4cc(Cl)ccc4c(=O)n3c2)cc1OC | -14% | 1% | -5% | ? | -6 | 9% | 11%
CCCCCCCCCCCCCCCC[N+](C)(C)Cc1ccc(F)cc1 | · | · | 2% | · | -89* | · | 14%
COc1ccc(OCC(=O)N/N=C(\C)CC(=O)Nc2ccc(NC(C)=O)cc2)cc1 | -23% | 1% | -2% | ? | -35 | 1% | 6%
CCOc1ccc(NC(=O)CSc2cn(CCNC(=O)c3ccccc3F)c3ccccc23)cc1 | · | 8% | -2% | 1% | 4 | · | ·
CCCOc1ccccc1C1Oc2nc(SC)nnc2-c2ccccc2N1C(C)=O (stereo not drawn) | · | 22% | -1% | 10% | -4 | · | ·
C=CCN(c1ccccc1)S(=O)(=O)c1c(C)[nH]c(=O)[nH]c1=O | -23% | 12% | 7% | -3% | -20 | 2%[11.5 µM] | -1%
Clc1ccccn1 | -4% | -9% | -8% | -1% | 39 | · | 11%
CN=c1scc(-c2ccc([N+](=O)[O-])cc2)n1/N=C/c1ccco1 | -31% | 0% | -6% | 2% | -87* | 1% | -11%
